Compound activity: PubChem, several laboratories
MrgX1 ag – agonists of human MrgX1 receptor, primary screen, HEK293 cells, Fluo-4 calcium flux | Mas-related G-protein coupled receptor member X1 (Homo sapiens), Q96LB2 | Fluo-4 calcium fluorescence, agonist mode; stronger effect = higher value | B-score at 10 µM | actives 0.44% (n = 310,000) | AID 588627, 2011;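 active = calcium response B-score plate-corrected fluorescence ratio at least 3 library SD, with starting fluorescence B-score inside 5 SD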
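Material: MrgX1-expressing HEK293 cells; input: 15,000 cells per well; doses: test compound given as first of three sequential additions; schedule: overnight plating before 1 h dye loading; technique: Fluo-4 NW calcium-flux fluorescence, kinetic read; evaluation: baseline-normalised fluorescence change ratio, B-scored; control set: plate-wise positive and negative controls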
TRPC6 act – mouse TRPC6 channel activators, primary screen, cell-based, HEK293, membrane potential dye; Short transient receptor potential channel 6 (Mus musculus), Q61143; HEK293-TRPC6 membrane potential dye fluorescence; stronger effect = higher value; B-score at 10 µM; actives 0.13% (n = 310,000); AID 2550, 2010;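 active = B-score of the integrated fluorescence ratio above library mean plus 3 SD, and starting fluorescence ratio within library mean plus 5 SD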;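 note: higher score means more depolarization so channel activation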
TRPC4 PAM – positive allosteric modulators of TRPC4, primary screen, cell-based, mouse TRPC4beta, HEK293 mu-opioid, Fluo-4 calcium. Short transient receptor potential channel 4 (Mus musculus), Q9QUQ5. AID 2227, 2009. actives 0.42% (n = 310,000). B-score at 10 µM. DAMGO EC20, Fluo-4 Ca2+ flux; stronger effect = higher value;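 active = B-score of calcium response area above 5 SD of library B-scores, with initial fluorescence ratio within 5 SD of library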;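 note: B-score of integrated fluorescence ratio over time as area under calcium response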
Target sequence (Q9QUQ5 whole entry, looked up): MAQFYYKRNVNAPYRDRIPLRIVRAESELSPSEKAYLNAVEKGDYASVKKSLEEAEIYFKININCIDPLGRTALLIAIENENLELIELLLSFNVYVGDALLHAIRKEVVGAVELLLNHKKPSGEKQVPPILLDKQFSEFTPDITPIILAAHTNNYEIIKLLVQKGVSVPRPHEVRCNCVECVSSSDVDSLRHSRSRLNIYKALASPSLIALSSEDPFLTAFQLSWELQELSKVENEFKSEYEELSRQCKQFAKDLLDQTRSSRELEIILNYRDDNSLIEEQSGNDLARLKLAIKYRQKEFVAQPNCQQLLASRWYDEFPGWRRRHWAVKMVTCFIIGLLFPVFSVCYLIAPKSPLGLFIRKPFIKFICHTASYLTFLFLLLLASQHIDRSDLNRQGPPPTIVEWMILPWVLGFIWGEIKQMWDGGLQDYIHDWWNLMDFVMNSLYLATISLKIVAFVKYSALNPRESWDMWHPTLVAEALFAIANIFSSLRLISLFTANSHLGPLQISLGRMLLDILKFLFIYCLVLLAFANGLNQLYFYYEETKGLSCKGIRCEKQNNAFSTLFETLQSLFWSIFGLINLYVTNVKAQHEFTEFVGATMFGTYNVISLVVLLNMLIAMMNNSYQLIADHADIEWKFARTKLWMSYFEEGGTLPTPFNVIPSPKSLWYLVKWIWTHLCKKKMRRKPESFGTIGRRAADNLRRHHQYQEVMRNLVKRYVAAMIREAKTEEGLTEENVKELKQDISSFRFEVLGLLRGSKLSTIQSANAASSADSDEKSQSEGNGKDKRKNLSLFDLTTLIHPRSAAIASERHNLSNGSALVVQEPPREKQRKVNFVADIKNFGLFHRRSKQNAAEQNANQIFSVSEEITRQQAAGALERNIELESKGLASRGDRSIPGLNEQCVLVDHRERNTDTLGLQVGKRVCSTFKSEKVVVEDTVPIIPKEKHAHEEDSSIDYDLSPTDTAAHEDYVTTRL
TRPC4 block – inhibitors of mouse TRPC4 channel, primary screen, Fluo4 calcium, HEK293 TRPC4beta/mu-opioid cells | AID 2247, 2010 | DAMGO-evoked Fluo4 calcium flux; stronger effect = lower value | Short transient receptor potential channel 4 (Mus musculus), Q9QUQ5 | B-score at 10 µM | actives 0.39% (n = 300,000);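 active = B-score over 3 SD under the library average, no early fluorescence shift, positive overall ratio signal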
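System: stable TRPC4beta/mu-opioid receptor HEK293 cells; Dosing: single-point compound dosing; Measured by: Fluo4 Ca2+ flux fluorescence; Read-out basis: per-well B score of integrated baseline-normalized Fluo4 ratio.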
TRPC4 act – activators of mouse TRPC4 channel, primary screen, Fluo4 calcium, HEK293 TRPC4beta/mu-opioid cells | actives 0.49% (n = 310,000) | Fluo4 calcium fluorescence; stronger effect = higher value | AID 2237, 2010 | B-score at 10 µM;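 active = B-score above 5 SD of library B-scores, and initial fluorescence ratio not above library mean plus 5 SD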;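 note: positive B-score marks a calcium rise read as TRPC4 activation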
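Assay system: HEK293 stable line with TRPC4beta plus mu-opioid receptor. Times: dye 45 min RT, read 110 s. Measured by: kinetic Fluo4 calcium fluorescence. Measure: B score of integrated ratio. Controls: assay buffer as low control, maximal DAMGO as high control.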
MrgX1 antag – antagonists of human MrgX1 receptor, primary screen, HEK293 cells, Fluo-4 calcium flux; BAM8-22 antagonism; stronger effect = lower value; Mas-related G-protein coupled receptor member X1 (Homo sapiens), Q96LB2; AID 588676, 2011; actives 1.3% (n = 310,000); B-score at 10 µM;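 active = calcium-response B-score plate-corrected more than 3 library SD below zero, starting fluorescence within 5 deviations, no agonist response on first addition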;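 note: peak minus trough fluorescence over baseline after final BAM8-22 challenge near maximal dose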
AI-2 QS mod – Vibrio harveyi AI-2 quorum sensing modulators, primary screen, JMH597 strain, luminescence/OD600 ratio; Vibrio harveyi JMH597 AI-2 luminescence/OD600 ratio, 9 h; stronger effect = lower value; strain lacks LuxN and CqsS sensors; 0 = neutral-control median; activity change, % at 7.5 µM; actives 0.4% (n = 300,000); in the data active = activity change below about -75%, passing the limit was not always enough;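 note: luminescence divided by OD600 gain over 9 h not by final OD600 alone; inactives centre near 13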
TRPC6 inh – mouse TRPC6 channel inhibitors, primary screen, cell-based, HEK293, membrane potential dye; Short transient receptor potential channel 6 (Mus musculus), Q61143; ACh-evoked depolarization; stronger effect = lower value; B-score at 10 µM; actives 1.1% (n = 310,000); AID 2553, 2010;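 active = B-score under library mean minus 3 SD, initial fluorescence not abnormally high, positive integrated signal ratio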;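 note: B-score derived from integrated fluorescence ratio over the kinetic read; more negative B-score means stronger inhibition of depolarization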
HIF act – HIF pathway transcriptional activators, primary screen, cell-based, U2OS HRE-luciferase, luminescence; U2OS HRE-luciferase reporter; normalized: DMSO 0%, desferrioxamine 100%; activation, % at 7.5 µM (by protocol); actives 0.32% (n = 300,000);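 active = mean activation of at least 10% of the iron chelator positive control signal, with at least half of replicates also reaching 10%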
MrgX1 PAM – positive allosteric modulators of MrgX1, primary screen, HEK293 cells, Fluo-4 calcium flux | FDSS; stronger effect = higher value | B-score at 10 µM | actives 0.63% (n = 310,000);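 active = plate-corrected calcium response at least 3 library SD above typical, normal starting fluorescence, not activating the receptor alone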;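 note: compound read alongside a low EC10 to EC30 dose of BAM8-22 agonist; peak minus trough fluorescence over baseline measured at the second addition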
PolyA inhibitor – polyadenylation inhibitors in yeast reporter cells, primary screen, luminescence, S. cerevisiae. actives 0.02% (n = 300,000). S. cerevisiae SKY197-pL101 polyadenylation reporter, beta-gal luminescence; efflux-impaired pdr1/pdr3 knockout yeast; score 100 = 6 SD above DMSO. calls only at 12 µM;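 active = lowest replicate activity score at least 50, where 100 means six control SD above control mean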;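 note: yeast exposed to compound for 9 h at 30 °C; higher score means more reporter readthrough which indicates perturbed polyadenylation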
* hit, by the source's call; i = inactive; · = no result given. Some of the compounds tested; count on the stated rates, not on these rows.

SMILES	MrgX1 ag	TRPC6 act	TRPC4 PAM	TRPC4 block	TRPC4 act	MrgX1 antag	AI-2 QS mod	TRPC6 inh	HIF act	MrgX1 PAM	PolyA inhibitor
Cn1nc(C(=O)Nc2ccc(S(=O)(=O)N3CCCCC3)cc2)c2ccccc2c1=O	i	i	i	i	i	i	4.3	i	-1.0	i	i
COc1ccc(CCNC(=O)c2ccccc2N(C)S(=O)(=O)c2ccccc2)cc1	i	i	i	i	i	i	11.1	i	-0.1	i	i
COC(=O)C1N[C@@H]([C@@H](NC(=O)COc2ccccc2)C(=O)NCc2ccccc2)SC1(C)C (some centres not stated)	i	i	i	i	i	i	-0.1	i	0.6	i	i
COc1ccc(OC)c(-c2csc(N(CC3CCCO3)C(=O)C3CCCCC3)n2)c1 (configuration not stated)	i	i	i	i	i	i	19.4	i	-0.2	i	i
Cc1cc(C(=O)COC(=O)c2ccc3c(c2)OCO3)c(C)n1Cc1cccs1	i	i	i	i	i	i	10.9	i	4.0	i	i
O=C(NCc1ccccn1)C1C2C=CC(C2)C1C(=O)Nc1ccc(F)cc1 (configuration not stated)	i	i	i	i	i	i	-6.5	i	-0.3	i	i
Oc1cccc(Nc2nc(-c3ccccc3Cl)nc3ccccc23)c1	i	i	i	i	i	i	3.8	i	-0.6	i	i
O=C1CC(NS(=O)(=O)c2ccc(F)cc2)CN1c1ccc2c(c1)OCCO2 (configuration not stated)	i	i	i	i	i	i	31.2	i	-0.1	i	i
COc1c(O)cccc1/C=N/NC(=O)Cn1ccnc1C	i	i	i	i	i	i	17.6	i	9.4	i	i
Cc1ccccc1NC(=O)NNC(=O)c1ccc2ccccc2c1O	i	i	i	i	i	i	24.7	i	-0.4	i	i
Cn1cc(S(=O)(=O)Nc2ccc(F)cc2F)c(=O)n(C)c1=O	i	i	i	i	i	i	8.4	i	-0.3	i	i
CC(C)c1ccc(C(=O)NNC(=O)C2CC=CCC2C(=O)O)cc1 (configuration not stated)	i	i	i	i	i	i	19.4	i	1.2	i	i
COc1ccccc1C(=O)NC(=O)CSc1nncn1C(C)C	i	i	i	i	i	i	7.2	i	0.1	i	i
N/C(=N\OC(=O)c1ccc2c(c1)OCO2)c1cccc([N+](=O)[O-])c1	i	i	i	i	i	i	30.9	i	1.1	i	i
CC(C)CNC(=O)c1ccc(C2SCC(=O)N2Cc2ccccc2)cc1 (configuration not stated)	i	i	i	i	i	i	24.2	i	-0.1	i	i
CC(CCc1ccccc1)NC(=O)c1ccccc1F (configuration not stated)	i	i	i	i	i	i	7.3	i	0.0	i	i
Cc1c(C(=O)NCc2ccccc2)oc2ccc(S(=O)(=O)N3CCC4(CC3)OCCO4)cc12	i	i	i	i	i	i	14.7	i	-0.7	i	i
COc1ccc2c(c1[N+](=O)[O-])CCC/C2=N/OC(=O)c1ccccc1SC	i	i	i	i	i	i	-1.6	i	-0.3	i	i
Cc1cc2nc(/C(C#N)=C/c3ccncc3)[nH]c2cc1C	i	i	i	i	i	i	22.6	i	1.8	i	i
CCOC(=O)CSc1cc(-c2ccccc2)nc2ncnn12	i	i	i	i	i	i	16.1	i	0.9	i	i
Cc1cc(C)n(-c2ccc(C(=O)Nc3ccc(C)c(S(=O)(=O)N4CCOCC4)c3)cc2)n1	i	i	i	i	i	i	13.4	i	-0.2	i	i
Cc1cccc(CCN(C(=O)Cc2cccs2)C(C(=O)NC2CCCCC2)c2cccnc2)c1 (configuration not stated)	i	i	i	i	i	i	16.3	i	0.0	i	i
O=C(c1ccco1)N1CCN(C(=O)c2ccc(-c3cccc(C(F)(F)F)c3)o2)CC1	i	i	i	i	i	i	7.3	i	-0.1	i	i
Cn1c(C(=O)N2CCN(c3ccccn3)CC2)cc2ccccc21	i	i	i	i	i	i	24.8	i	-1.1	i	i
C/C=C(/C)C(=O)O[C@H]1[C@@H](O)c2c(ccc3ccc(=O)oc23)OC1(C)C	i	i	i	i	i	i	5.5	i	2.1	i	i
O=C(CCn1nnc2ccccc2c1=O)N[C@@H](Cc1c[nH]c2ccccc12)C(=O)O	i	i	i	i	i	i	21.3	i	0.5	i	i
O=C(Oc1ccc(Cl)c2cccnc12)N1CCCCC1	i	i	i	i	i	-5.46*	22.1	i	0.3	i	i
COC(=O)c1cc(=O)n(Cc2ccco2)c(=Nc2ccc(F)c(Cl)c2)s1	i	i	i	i	i	i	9.5	i	0.2	i	i
COc1cccc(/C=N/NC(=O)c2cnccn2)c1O	i	i	i	i	i	i	8.4	i	0.8	i	i
Cc1cccc(Nc2nc(N3CCN(C)CC3)nc(N)c2[N+](=O)[O-])c1	i	i	i	i	i	i	5.1	i	-0.2	i	i
CCN1C(=O)CSC1=NC1C2CC3CC(C2)CC1C3 (configuration not stated)	i	i	i	i	i	i	18.8	i	-0.7	13.7*	i
Cc1ccc(Cc2nc(-c3ccccn3)no2)cc1	i	i	i	i	i	i	-84.5*	i	-31.8	i	i
Cc1ccc(N(CC(=O)Nc2cccc(Cl)c2C)S(C)(=O)=O)cc1	i	i	i	i	i	i	0.4	i	-0.1	i	i
Cc1noc(C)c1C(=O)NCc1ccccc1F	i	i	i	i	i	i	6.8	i	0.1	i	i
C/C(Cc1ccccc1)=N\NC(=O)CNC(=O)c1ccc(Cl)cc1Cl	i	i	i	i	i	i	7.4	i	0.1	i	i
COc1ccc(OC)c(N(CC(=O)NN=C2CCN(C)CC2)S(=O)(=O)c2ccccc2)c1	i	i	i	i	i	i	18.7	i	0.0	i	i
COc1ccc(Cc2nc3ccc(C(=O)NCCc4cccc(C)n4)cc3o2)cc1	i	i	i	i	i	i	11.5	i	-0.3	i	i
COc1ccc(CCN2CC34C=CC(O3)C(C(=O)NCc3ccccc3)C4C2=O)cc1OC (configuration not stated)	i	i	i	i	i	i	37.5	i	-0.1	i	i
COc1ccc(-c2cc3ccc(O)cc3oc2=O)cc1OC	i	i	i	i	i	i	18.6	i	1.5	i	i
N/C(=N\O)c1ccc(Oc2ccccc2Cl)c([N+](=O)[O-])c1	i	i	i	i	i	i	14.8	i	0.0	i	i
Cc1ccc(S(=O)(=O)/C(C#N)=C/c2c(N3CCC(C(N)=O)CC3)nc3c(C)cccn3c2=O)cc1	i	i	i	i	i	i	8.9	i	-0.1	i	i
COCCNC(=O)C(OC(=O)c1cccs1)c1ccc(F)cc1 (configuration not stated)	i	i	i	i	i	i	2.9	i	0.0	i	i
Cc1cc(Cl)c(S(=O)(=O)Nc2ccccn2)cc1OCC(N)=O	i	i	i	i	i	i	5.0	i	-2.0	i	i
O=C(NCCCN1CCC(Cc2ccccc2)CC1)C1CC(=O)N(C2CCCC2)C1 (configuration not stated)	i	i	i	i	i	i	-3.3	i	0.0	i	i
O=C1N/C(=C/c2ccc(Br)s2)C(=O)N1c1ccccc1	i	i	i	i	i	i	15.7	i	0.1	i	i
CCOC(=O)C1CCN(C(=O)Cn2nc(C)n3c(cc4cc(F)ccc43)c2=O)CC1	i	i	i	i	i	i	17.1	i	-0.7	i	i
CCOC(=O)C1(Cc2cccc(OC)c2)CCN(C(C)CC(C)(C)O)CC1 (configuration not stated)	i	i	i	i	i	i	15.3	i	·	i	i
O=c1[nH][nH]c(=O)n1-c1ccccc1	i	i	i	i	i	i	9.6	i	-0.4	i	i
O=C(O)CNC(=O)C(c1ccccc1)c1ccccc1	i	i	i	i	i	i	11.1	i	-0.4	i	·
O=C(Cc1cc(=O)[nH][nH]1)N/N=C/c1cccc2ccccc12	i	i	i	i	i	i	11.4	i	-0.2	i	i
Cc1nc2sc(C(c3ccc(Cl)cc3)N3CC(C)OC(C)C3)c(O)n2n1 (configuration not stated)	i	i	i	i	i	i	22.5	i	-0.1	i	i
CN(c1ccc(C(=O)O)cc1)S(=O)(=O)c1ccccc1	i	i	i	i	i	i	11.0	i	-0.3	i	i
O=C1CNC(=O)c2c(nc3n2CCC3)N1	i	i	i	i	i	i	9.1	i	-0.2	i	i
C#CCOC(=O)c1cc(Cl)c(=O)n(Cc2ccc(Cl)cc2Cl)c1	i	i	i	i	i	i	19.7	i	-0.1	i	i
CC1CN(c2nc3ccccc3nc2C(C#N)C(=O)NCc2ccc3c(c2)OCO3)CC(C)O1 (configuration not stated)	i	i	i	i	i	i	-2.6	i	-0.3	i	i
Cc1ccc(NC(=O)C2CCN(S(=O)(=O)c3c(C)noc3/C=C/N(C)C)CC2)cc1	i	i	i	i	i	i	9.6	i	-0.4	i	i
Cc1cc(=O)oc2c(CN(CC(C)C)CC(C)C)c(O)ccc12	i	i	i	i	i	i	19.5	i	-0.9	i	i
COc1ccc(-c2cc(=O)c(C(=O)c3ccc(C)cc3)n[nH]2)cc1	i	i	i	i	i	i	22.1	i	-0.5	i	i
CC(C)Cc1nnc(NC(=O)CCC(=O)N2CCCCC2)s1	i	i	i	i	i	i	11.1	i	0.1	i	i
CCc1c(C(C)S(=O)(=O)c2ccc(C)cc2)[nH]c(=O)n1-c1ccc(C)cc1 (configuration not stated)	i	i	i	i	i	i	-1.3	i	-0.3	i	i
COc1ccc(NC(=O)Nc2ccc(C(=O)N3CCOCC3)cc2)cc1OC	i	i	i	i	i	i	26.1	i	-0.3	i	i
Cc1ccc(N(C(=O)CNC(=O)c2ccco2)C(C(=O)NC2CCCC2)c2cccnc2)cc1C (configuration not stated)	i	i	i	i	i	i	-6.3	i	0.6	i	i
O=C(NCc1cn2ccsc2n1)Nc1ccc(Cl)cc1	i	i	i	i	i	i	20.5	i	-0.4	i	i
